HIV Rev-RRE inh – HIV-1 Rev-RRE binding inhibitors, primary screen, biochemical, FRET, protein-RNA interaction. P05866. Rev peptide-RRE RNA binding. inhibition, % at 8 µM. hit rate 0.79% among 97,000. AID 704, 2007;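 active = inhibition above the screen-wide mean plus 3 SD, cut at about 35% in these data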;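 also: 0% = median DMSO wells and 100% = median Neomycin B control wells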
Target sequence (P05866 whole entry, looked up): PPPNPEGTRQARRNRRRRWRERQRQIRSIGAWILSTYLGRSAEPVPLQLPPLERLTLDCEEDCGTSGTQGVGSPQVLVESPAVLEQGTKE
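Probe or stimulus: fluorescein-Rev peptide as binding partner; assay system: Cy5-tagged RRE RNA duplex with fluorescein-tagged Rev peptide; timing: 5 min compound–RNA preincubation, then 15 min with peptide, 25 °C; medium: HEPES pH 7.5 buffer with KCl, MgCl2, NaCl and EDTA; signal: fluorescein-to-Cy5 FRET, 480 nm excitation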
Candida biofilm – clotrimazole potentiators killing Candida biofilms, primary screen, with clotrimazole, Alamar Blue; inhibition, % at 6 µM; hit rate 0.14% among 85,000; C. albicans biofilm + clotrimazole;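 active = inhibition above 20%; inactive = inhibition below 20%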;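 also: preformed 24 hr biofilms exposed to compound for 48 hr; 0% = biofilm without compound and 100% = blank killed by clotrimazole plus chlorhexidine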
CYP2C9 act – human CYP2C9 activators, primary screen, biochemical, luminescence; Cytochrome P450 2C9 (Homo sapiens), P11712; recombinant CYP2C9, luciferin-H conversion; active compounds read high; factor 1 = untreated enzyme, 0 = blocked; activation factor at 5 µM; hit rate 1.4% among 96,000; AID 1024, 2008;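 active = activation factor of 2 or more for CYP2C9 at a 5 µM dose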;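 also: 0 = sulfaphenazole-blocked wells and 1 = vehicle-only wells; values of inactives mirror those of a sister screen read the other way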
EphB4 ephrin blk – EphB4-ephrin-B2 interaction antagonists, primary screen, biochemical, TNYL-RAW peptide probe, fluorescence polarization. EphB4 LBD / TNYL-RAW-Alexa532 peptide. inhibition, % at 7 µM. hit rate 0.15% among 97,000. AID 720, 2007;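 active = inhibition above the screen-wide mean inhibition plus 3 SD, cut at about 15% in these data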;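 also: 0% = DMSO wells and 100% = excess unlabeled TNYL-RAW peptide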
Target sequence (P54760 whole entry, looked up, the tested form may be a part): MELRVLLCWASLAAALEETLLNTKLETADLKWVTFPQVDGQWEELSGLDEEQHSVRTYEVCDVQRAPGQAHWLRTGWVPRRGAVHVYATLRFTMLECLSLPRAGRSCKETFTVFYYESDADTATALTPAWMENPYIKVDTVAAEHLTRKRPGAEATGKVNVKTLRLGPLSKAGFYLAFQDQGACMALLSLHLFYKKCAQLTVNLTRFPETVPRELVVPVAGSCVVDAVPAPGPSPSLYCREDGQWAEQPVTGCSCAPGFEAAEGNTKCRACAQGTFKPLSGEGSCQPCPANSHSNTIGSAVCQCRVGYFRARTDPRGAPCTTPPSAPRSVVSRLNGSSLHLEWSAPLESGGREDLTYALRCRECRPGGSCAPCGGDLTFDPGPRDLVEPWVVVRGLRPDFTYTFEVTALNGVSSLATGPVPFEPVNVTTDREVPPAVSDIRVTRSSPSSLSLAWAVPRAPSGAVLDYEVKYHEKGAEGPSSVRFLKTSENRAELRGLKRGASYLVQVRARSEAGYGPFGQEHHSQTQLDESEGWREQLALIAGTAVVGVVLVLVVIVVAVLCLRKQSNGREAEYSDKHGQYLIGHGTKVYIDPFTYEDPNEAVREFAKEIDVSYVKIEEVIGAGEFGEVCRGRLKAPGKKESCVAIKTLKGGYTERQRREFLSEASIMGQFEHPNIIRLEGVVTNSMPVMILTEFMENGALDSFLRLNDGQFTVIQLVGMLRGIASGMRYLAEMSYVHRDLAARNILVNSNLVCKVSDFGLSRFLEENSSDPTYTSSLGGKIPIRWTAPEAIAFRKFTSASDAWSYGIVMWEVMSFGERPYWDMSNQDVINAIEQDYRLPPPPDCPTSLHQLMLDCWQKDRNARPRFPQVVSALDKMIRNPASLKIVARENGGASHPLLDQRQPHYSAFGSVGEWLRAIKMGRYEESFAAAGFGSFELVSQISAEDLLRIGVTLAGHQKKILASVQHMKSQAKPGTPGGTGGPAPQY
PTPN22 act – LYP phosphatase activators, primary screen, biochemical, DiFMUP fluorescence, 2 µM; Tyrosine-protein phosphatase non-receptor type 22 (Homo sapiens), Q9Y2R2; recombinant LYP; 0 = plate median, 100 = signal doubled; hit rate 0.11% among 96,000; activation, % at 2 µM; AID 697, 2007;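 active = activation at 2 µM above a set limit, the mean plus 5 SD, cut at about 37% in these data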
PLK1 inh – human PLK1 kinase inhibitors, primary screen, biochemical, TR-FRET; Serine/threonine-protein kinase PLK1 (Homo sapiens), P53350; recombinant PLK1 kinase, TR-FRET peptide phosphorylation; inhibition, % at 10 µM; hit rate 0.53% among 97,000;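 active = inhibition of 50% or more in the single-concentration screen; inactive = inhibition below 50%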;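 also: 0% = DMSO max control and 100% = H-89 dihydrochloride min control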
LYP inh 2 – PTPN22 phosphatase inhibitors, primary screen, biochemical, DiFMUP fluorescence, 2 µM; Tyrosine-protein phosphatase non-receptor type 22 (Homo sapiens), Q9Y2R2; recombinant LYP catalytic domain; inhibition, % at 2 µM; hit rate 0.21% among 96,000; AID 640, 2007;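 active = inhibition at 2 µM at or above a set limit, the screen mean plus 3 SD, cut at about 24% in these data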;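 also: 0% = DMSO with enzyme and 100% = enzyme fully blocked by orthovanadate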
PLK1 PBD inh – Plk1 polo box domain binding inhibitors, primary screen, biochemical, fluorescence polarization; Serine/threonine-protein kinase PLK1 (Homo sapiens), P53350; Plk1 PBD phosphopeptide binding; inhibition, %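 (tested at about 20 µM)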; hit rate 0.13% among 97,000; AID 693, 2007; in the data active = inhibition above about 34%, passing the limit was not always enough
CYP2C9 inhib – blockers of cytochrome P450 2C9 activity – biochemical, luminescence, ADME assay, primary screen; P11712; CYP2C9 Supersomes, luciferin-H conversion; inhibition, % at 5 µM; hit rate 20% among 96,000; AID 777, 2007;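 active = blocking of liver enzyme CYP2C9 beyond about 50% at 5 µM, limit read from the data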; also: values of inactives mirror those of a sister screen read the other way
Active calls of the source: *; . = not tested or not shown.

SMILES | HIV Rev-RRE inh | Candida biofilm | CYP2C9 act | EphB4 ephrin blk | PTPN22 act | PLK1 inh | LYP inh 2 | PLK1 PBD inh | CYP2C9 inhib
Cc1cccc(C)c1NC(=O)CSc1nnc(CCCCCNC(=O)OC(C)(C)C)o1 | -5 | 8 | 0.3 | -1 | 12 | -7 | -12 | -2 | 73*
Cc1ccc(CSCCNC(=O)CSCc2ccc([N+](=O)[O-])cc2)cc1 | 10 | . | 0.3 | -1 | 14 | -6 | -11 | 7 | 75*
CCCCSc1nc2c(c(=O)[nH]1)CCC2 | -1 | 4 | 0.8 | 3 | -3 | -16 | 4 | -26 | 16
CC1(C)CCCC2=C1CC1C(=O)N(Cc3cccnc3)C(=O)C1C2 (stereo not drawn) | 0 | 8 | 0.7 | -5 | -6 | -1 | 4 | 4 | 32
O=C(O)c1ccc(NC(=O)C2(c3ccccc3)CCOCC2)cc1 | 4 | 5 | 1.2 | -4 | -9 | -8 | 5 | 6 | -16
CC1CN(Cc2nc3c(c(=O)n(C)c(=O)n3C)n2CCCO)CC(C)O1 (stereo not drawn) | 2 | 6 | 1 | -9 | -13 | 3 | 11 | 24 | 4
CNCCOc1ccccc1-c1ccccc1 | 4 | -1 | 1 | -6 | 6 | -5 | -3 | -19 | -1
O=C(NCc1cccnc1)NC1(C(F)(F)F)Oc2ccc(Cl)cc2O1 (stereo not drawn) | 0 | 15 | 0.4 | 2 | -2 | 2 | 1 | -9 | 58*
O=C1N(O)C2(C=CCCC2)/C(=N\O)C12CCCCC2 (stereo not drawn) | 4 | 3 | 1.1 | 1 | 9 | -14 | -12 | -11 | -10
CCCc1nnc(SCC(=O)N2CCCCC2)n1CCCOC | 4 | 0 | 1.1 | 4 | -8 | -5 | 10 | -1 | -15
CCOc1ccccc1NC(=O)CN(Cc1ccccc1)S(C)(=O)=O | -2 | 12 | 0.6 | -7 | -13 | -15 | 10 | -35 | 42
CNc1cc(C(F)(F)F)nc(-c2ccccn2)n1 | 10 | . | 0.8 | 2 | 11 | -12 | -9 | -24 | 25
CCN(CC)C(=O)CSc1nc(O)cc(=O)n1-c1ccccc1OC | 5 | 3 | 0.9 | -2 | -8 | 2 | 5 | -10 | 10
COc1ccc(NC(=S)N2CCC(c3nc4ccc(Cl)cc4[nH]3)CC2)c(OC)c1 | 2 | . | 0.6 | -3 | -2 | -8 | 5 | 3 | 37
Cc1ccc(NC(=O)CN(c2cc(C)cc(C)c2)S(=O)(=O)c2c(C)noc2C)nc1 | 10 | 7 | 0.3 | -3 | 10 | 1 | -12 | -14 | 72*
COc1ccc(-n2c(N)c(Br)c(=O)[nH]c2=O)cc1 | 5 | 10 | 1 | -6 | 22 | -8 | -24 | -24 | 4
CCN(CC)S(=O)(=O)c1ccc2nc(CSc3nnnn3-c3ccc(O)cc3)[nH]c2c1 | 16 | 7 | 0 | 12 | -3 | -7 | 6 | 9 | 97*
O=C(CN1CCOc2ccccc21)NC1CC1 | 7 | 6 | . | 2 | -2 | -3 | -1 | 27 | .
Cc1c2cnn(CC(=O)O)c(=O)c2c(C)n1Cc1ccccc1 | 5 | 9 | 0.9 | 5 | -1 | -8 | 1 | -26 | 7
Cc1cc(C)c(NC(=O)CSc2nnc(SCC(=O)Nc3c(C)cc(C)cc3C)n2N)c(C)c1 | 6 | 5 | 0.9 | 5 | -6 | -9 | 2 | -32 | 15

Looked up by compound from above:
SMILES | HIV Rev-RRE inh | Candida biofilm | CYP2C9 act | EphB4 ephrin blk | PTPN22 act | PLK1 inh | LYP inh 2 | PLK1 PBD inh | CYP2C9 inhib
Cc1c2cnn(CC(=O)O)c(=O)c2c(C)n1Cc1ccccc1 | 5 | 9 | 0.9 | 5 | -1 | -8 | 1 | -26 | 7
CNc1cc(C(F)(F)F)nc(-c2ccccn2)n1 | 10 | . | 0.8 | 2 | 11 | -12 | -9 | -24 | 25

(continued)
SMILES | HIV Rev-RRE inh | Candida biofilm | CYP2C9 act | EphB4 ephrin blk | PTPN22 act | PLK1 inh | LYP inh 2 | PLK1 PBD inh | CYP2C9 inhib
CCOC(=O)C1C(=O)CC(C)(O)C(C(=O)OCC)C1c1ccc(Br)cc1 (stereo not drawn) | 0 | 8 | 1 | -6 | -6 | -10 | 4 | 19 | 2
COc1ccc(/C=C/C(=O)c2sc(-c3ccccc3)nc2C)cc1 | 10 | . | 0.9 | -1 | . | 13 | . | -2 | 12
Cc1cc(S(=O)(=O)Nc2ccc(C(=O)N3CCN(C(=O)c4ccco4)CC3)cc2)ccc1F | 4 | . | 0.5 | 2 | -1 | -8 | 4 | 0 | 46
O=C(C1CCN(S(=O)(=O)N2CCC3(CC2)OCCO3)CC1)N1CCN(Cc2ccccc2)CC1 | 2 | 2 | 0.9 | 1 | 9 | -8 | -11 | -3 | 13
Oc1c(C(c2cccs2)N2CCC3(CC2)OCCO3)sc2ncnn12 (stereo not drawn) | 8 | 14 | 0.4 | 4 | -2 | 1 | 1 | -16 | 58*
COc1ccc(CNC(=O)C(c2cccs2)N(Cc2ccco2)C(=O)Cc2cccs2)cc1 (stereo not drawn) | 7 | 8 | . | -2 | 11 | -9 | -11 | 13 | .
COC(=O)c1cc(Oc2ccc(C(=O)OC)cc2N)cc(C(=O)OC)c1 | -1 | 0 | 0.7 | -2 | -8 | -2 | 11 | -4 | 35
CC(C)OC(=O)CSc1nnc(-c2ccc(C(C)(C)C)cc2)n1N | 1 | -2 | 1.2 | 3 | 3 | -7 | 1 | 10 | -18
N=c1n(CCN2CCOCC2)c2ccccc2n1CC(O)COc1ccccc1 (stereo not drawn) | 2 | 5 | 1.1 | -7 | 12 | -4 | -13 | -12 | -10
C=C(C)COc1ccc(-c2nc(N)ncc2Oc2ccc(OC)cc2)c(O)c1 | 14 | 8 | 0.8 | -6 | -2 | -86 | 0 | 2 | 22
COc1ccc(-c2cc(OC(=O)c3ccc(F)cc3)c3c(C)oc(C)c3c(=O)c2)cc1 | 10 | . | 0.4 | -5 | -6 | -8 | 4 | 7 | 56*
C=CCn1c(-c2ccco2)n[nH]c1=S | 3 | 11 | 1 | -14 | 3 | 2 | -4 | -14 | -1
CCCn1c2c(c(O)c(C(=O)NCCCN(CC)CC)c1=O)CCCC2 | -3 | 5 | . | 2 | -16 | -14 | 15 | -2 | .
Cc1cccc2cc(CN(Cc3ccccc3)C(=O)N(C)C)c(=O)[nH]c12 | 0 | 7 | 0.6 | 4 | -2 | -10 | -1 | -31 | 40
O=C(c1ccc(Cl)cc1)c1cn[nH]c1-c1ccccc1O | 1 | 1 | 0.1 | -6 | 7 | 9 | -4 | 2 | 86*
CC(c1ccco1)N(C(=O)C12CC3(C)CC(C)(CC(C)(C3)C1)C2)c1ccccn1 (stereo not drawn) | 2 | 4 | 1 | 8 | -12 | -12 | 15 | -2 | 1
Cc1ccc(S(=O)(=O)NC2=NCN(C3CCCCC3)CN2)cc1 | 0 | 7 | 1.2 | -7 | -2 | -2 | 2 | -1 | -18
O=C(CN1CCN(Cc2ccccc2)C1=O)NCc1cccs1 | 5 | 5 | 0.8 | 3 | 7 | -9 | -8 | 3 | 17
COc1ccc(NC2=NCC(=O)N2Cc2cccs2)cc1 | 3 | 8 | 0.7 | -4 | 5 | -7 | -2 | -25 | 28
COc1ccc(N2CCN(C(=O)c3ccc(NS(=O)(=O)c4ccc(F)c(F)c4)cc3)CC2)cc1 | -6 | 9 | 0.1 | -13 | -5 | -11 | 5 | -4 | 93*
CCOc1ccc(Nc2oc(Cc3ccccc3)nc2C#N)cc1 | 12 | 5 | 0.2 | 5 | 14 | -10 | -11 | 9 | 78*
Cc1ccc(C)n1NC(=O)c1ccc(Cl)cc1 | 11 | -3 | 1.1 | 1 | -4 | -15 | 4 | -11 | -8
COC(=O)c1ccc(Cc2ccc(C(=O)OC)o2)o1 | 3 | . | 0.9 | -11 | 18 | 9 | -22 | 2 | 6
Cc1ccc(S(=O)(=O)N(C)CC(O)Cn2c3ccccc3c3ccccc32)cc1 (stereo not drawn) | 6 | 7 | 0.1 | -5 | 5 | -9 | -6 | 2 | 88*
Cc1cc(C)nc(SCC(=O)Nc2ccc(S(=O)(=O)NCCO)cc2)n1 | 9 | 3 | 0.9 | 3 | -5 | -14 | 5 | 7 | 15
Cc1ccccc1N1C(=O)CC(N2CCC(C(N)=O)CC2)C1=O (stereo not drawn) | -3 | 6 | 1.1 | -4 | 9 | -9 | -9 | 6 | -6
COc1ccc(-c2nnc3n2N=C(C)CS3)cc1OC | 10 | 9 | 1 | -2 | 10 | -10 | -10 | 23 | -2
CCCNC(=O)Cn1nc(C(F)(F)F)c2c1CCCC2 | 3 | -2 | . | 2 | -7 | -13 | 2 | 4 | .
COc1ccccc1-c1cc2ccccc2[nH]1 | -3 | 5 | . | -1 | 3 | -13 | -6 | -7 | .
O=C(NCCOc1cccc(Oc2ccccc2)c1)c1cc(-n2cnnc2)ccc1Cl | 4 | . | 0.4 | 4 | 7 | -5 | -2 | -1 | 56*
COc1cccc(/C=N/n2c(N)c(S(=O)(=O)c3cccs3)c3nc4ccccc4nc32)c1 | 4 | . | 0.9 | -5 | 13 | -11 | -10 | -3 | 8
CCOC(=O)CSc1nc2cc(OC)ccc2cc1C#N | 9 | 6 | 0.1 | 5 | -8 | -5 | 6 | -16 | 89*
CCCOc1ccccc1N1C(=O)CC(N2CCOCC2)C1=O (stereo not drawn) | 0 | -6 | 1.2 | 1 | 3 | -16 | -6 | -10 | -19
CCOC(=O)c1ccc(NC(=O)c2ccc(NC(=O)c3ccccc3)cc2)cc1 | 7 | . | 0.6 | -4 | -1 | -14 | 3 | 12 | 42
CC1CCCC(C)N1C(=O)c1ccccc1Nc1ccc(SC(F)F)cc1 (stereo not drawn) | 3 | . | 0.7 | 0 | -11 | -10 | 15 | 17 | 25
CC(C)(C)C(=O)/C=C(\N)c1ccncc1 | 3 | 8 | 0.8 | 3 | -9 | -10 | 9 | 11 | 19
COc1ccc(OCCOC(=O)c2cccc(-n3cnnn3)c2)cc1 | 2 | 4 | 0.4 | 2 | 1 | -3 | -3 | 35 | 58*
Cc1ccc(C(=O)C2=C(O)C(=O)N(CCN(C)C)C2c2ccccn2)o1 (stereo not drawn) | 16 | -2 | . | 6 | -7 | -5 | 9 | 36 | .
Cc1nn(C)c(C)c1S(=O)(=O)N(CC(=O)N1CCc2ccccc2C1)c1ccc(C(C)C)cc1 | 0 | 9 | 0.2 | -3 | -5 | -3 | 4 | 20 | 81*
CCn1c(C)cc2c(c1=O)C(c1ccc3c(c1)OCO3)C(C#N)=C(N)O2 (stereo not drawn) | 9 | -1 | 0.9 | 5 | -8 | -6 | 10 | -4 | 7
COc1ccc(NC(=O)Cn2cnc3c(cnn3-c3ccc(C)c(C)c3)c2=O)c(OC)c1 | -2 | 6 | 0.7 | -2 | -10 | 6 | 8 | 16 | 29
CCNC(=O)NC(=O)C(C)Sc1nc2ccccc2n1CC(C)C (stereo not drawn) | 10 | 5 | 1.3 | 2 | -14 | -10 | 17 | 14 | -30

Assay outcomes deposited in PubChem by several laboratories.
